TTR transcr act: TTR transcription activation, primary screen | AID 1117267 | SH-SY5Y TTR promoter Gaussia luciferase, luminescence; 100% = recombinant luciferase protein wells | activation, % at 16.7 µM | 92,000 compounds, 1.3% hits;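 active = activation above the mean of all tested compounds plus 3 SD, cut at about 9.5% in these data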;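 also: cells exposed to compounds for one day before reading; 0% = median of all test compound wells on the plate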
Starred values were filed as active, the others as inactive.

SMILES	TTR transcr act
Cn1c(CNC(=O)C(Cc2ccccc2)NC(=O)c2ccccc2F)cc(=O)n(C)c1=O (stereo not drawn)	4.1
O=C(CCCN1Cc2ccccc2C1)c1ccc(F)cc1	-1.5
CC1=C(C(=O)Nc2ccccc2)C(c2ccccn2)n2nc(CCCO)nc2N1 (stereo not drawn)	-0.2
COc1ccccc1NS(=O)(=O)c1ccc(N/N=C/c2c(C)nn(-c3ccccc3)c2N2CCCC2)c([N+](=O)[O-])c1	3.4
O=C(N/N=C/c1cccnc1)c1ccc2c(c1)OCCO2	18*
CCC1=NN(C(=O)Cc2ccccc2)C(O)(c2ccncc2)C1 (stereo not drawn)	-0.7
Cc1csc(NC(=O)c2ccccc2[N+](=O)[O-])n1	-0.6
COc1ccc(N=Nc2cc(C)c(O)c(CN3CCCCC3)c2)cc1	0.3
CCOc1ccc(Oc2c(Cl)cnn(-c3ccc(C)cc3)c2=O)cc1	0.7
CCN(CC)c1cc(C)c(C#N)c2nc3ccccc3n12	-0.7
Cc1noc(C)c1CSc1ccc(Br)cc1	-0.4
O=C(O)CNS(=O)(=O)Cc1ccccc1	-0.3
CC(Oc1cccc2cccnc12)C(=O)N/N=C/c1ccccc1 (stereo not drawn)	-2.2
COc1ccc(Oc2nc(C)nc3c2oc2ccccc23)cc1	-1.6
OC(c1ccccc1)(c1ccccc1)c1nccn1-c1ccccc1	-1.2
O=C(CNC(=O)c1cccc(Br)c1)N/N=C/c1cn[nH]c1-c1ccccc1	0.6
CCCC1CCC2(CCCN2CCOC(=O)Nc2ccccc2C)CC1 (stereo not drawn)	-2.1
O=C(NC1CC1)c1ccc(S(=O)(=O)NC2CCCCCC2)cc1	0.2
Cc1onc(-c2c(Cl)cccc2Cl)c1C(=O)N1C=CC(C(F)(F)F)=NCC1	-0.6
CCOc1ccc(N(CC(=O)NCCc2ccccc2)C(=O)CCC(=O)Nc2nccs2)cc1	1.2
CCOC(=O)N1CCC2CC1c1cc(Cl)ccc12 (stereo not drawn)	-0.1
O=C(c1ccc(Cl)cc1)C1CCN(C(=O)c2ccccc2)CC1	-2.5
Cn1c(CSCc2ccc(F)cc2)nnc1SCC(=O)Nc1cccc(C(=O)O)c1	-0.8
CCc1nc2c(OCc3ccc(C(F)(F)F)cc3)cccn2c1N(C)C(=O)C(C)C	0.7
Cc1ccc2nc(NC(=O)CSCc3ccccc3)sc2c1	-3.0
O=C(NC1CCCCC1)NC1(C(=O)N2CCN3CCCC3C2)CCCCC1 (stereo not drawn)	4.3
COc1ccc(N(C)S(=O)(=O)c2cccc(C(=O)N3CCN(Cc4ccc5c(c4)OCO5)CC3)c2)cc1	0.7
COc1cc(C2/C(=C(\O)c3ccc4c(c3)CC(C)O4)C(=O)C(=O)N2c2nnc(C)s2)cc(OC)c1OC (stereo not drawn)	1.9
CCCCn1c(N)c(N(CCOC)C(=O)COC(=O)CCOc2ccccc2)c(=O)[nH]c1=O	5.6
COCCn1c(=O)[nH]c2cc(C(=O)NC(C)C)ccc2c1=O	-0.1
COc1cccc(/C(O)=C2/C(=O)C(=O)N(CCN(C)C)C2c2ccccn2)c1 (stereo not drawn)	1.6
Cc1oc(C(C)(C)C)cc1C(=O)N1CCN(c2ncccc2C(F)(F)F)CC1	0.2
COc1ccc2nc(SC(C)C(=O)NC3(C#N)CCCCC3)[nH]c2c1 (stereo not drawn)	-2.3
COCCNC(=O)C1(C)CCCN(Cc2cc(C)ccc2C)C1 (stereo not drawn)	1.4
C[C@H](NC(=O)Cc1cccc2ccccc12)C(=O)N1CCOCC1	0.2
COCC1CCN(C(=O)c2ccc3oc(CCCc4ccccc4)nc3c2)C1 (stereo not drawn)	0.4
CC(C)[C@H](NC(=O)N1CC(=O)Nc2ccccc21)C(=O)Nc1nccs1	8.7
CCOc1ccccc1CNC(=O)CCc1cn(C)c2ccccc12	0.6
CCOC(=O)c1cnc(-n2nc(C)cc2C)nc1N(C)C	-2.6
Cc1noc(C)c1S(=O)(=O)NCCc1ccc(S(N)(=O)=O)cc1	14*
COc1ccc(NC(=O)CN(C)S(=O)(=O)c2ccc3c(c2)NC(=O)CS3)cc1	-0.3
FC(F)(F)c1ccc(Cn2ccc3ccc(-c4ccc5ccn(Cc6ccc(C(F)(F)F)cc6)c5c4)cc32)cc1	-0.3
O=C(O)CC(Cc1ccccc1)C(=O)Nc1ccc([N+](=O)[O-])cc1 (stereo not drawn)	3.2
COc1ccc(Cl)cc1NC(=O)CSc1nc(C)cc(C)n1	4.2
O=C(c1cc2ccccc2o1)N1CCN(c2ccccn2)CC1	2.1
CC(=O)N(C)c1ccc(NC(=O)COc2ccc(Br)cc2C)cc1	-0.9
O=C(O)COc1ccccc1/C=N/NC(=O)c1ccc2c(c1)OCCO2	-0.5
O=C(CC1(O)C(=O)N(CCc2ccccc2)c2ccccc21)c1ccccn1 (stereo not drawn)	1.2
COc1ccccc1CNC(=O)CCCN1C(=O)COc2ccc(C)cc21	-2.5
CC(C)NC(=O)N(C)C[C@H]1Oc2ncc(Br)cc2C(=O)N([C@H](C)CO)C[C@@H]1C	0.4
CN(Cc1ccccc1)C(=O)c1nc[nH]c1C(=O)N1CCN(c2ccccc2)CC1	2.7
O=C(NC1CCCCN(Cc2ccc(Cl)cc2)C1=O)c1cccc(C(F)(F)F)c1 (stereo not drawn)	4.3
CC(C)(C)[C@@H]1CCC(=O)N(CC[C@H](Sc2ccccc2)c2ccccc2)CC1	-4.4
C/C(=N\NS(=O)(=O)c1ccccc1)c1ccccc1	-0.7
COc1ccc(-c2cc(=O)c3c(O)c(OC)c(O)cc3o2)cc1	-1.6
CCc1cccc(NC(=O)c2cccc(S(=O)(=O)N3CCN(C)CC3)c2)c1	0.5
Cc1ccc(C(C(=O)Nc2ccc3c(c2)OCO3)N(C)C(=O)/C=C\c2ccc3c(c2)OCO3)cc1 (stereo not drawn)	-2.6
CCOc1cccc(=O)c2c(C)n(Cc3ccccc3)c(C)c12	-0.8
c1csc(-c2nc(-c3ccncc3)no2)c1	-2.4
Cc1ccnc(Nc2nc(-c3ccc(O)cc3)cs2)c1	-1.6

Next part
SMILES	TTR transcr act
COc1cc2c(cc1OC)[C@@H](NC(=O)CCc1ccccc1)[C@H](O)C2	-1.3
COc1cccc(/C=N/Nc2ccnc(=O)[nH]2)c1O	-2.1
O=C(Nc1ccc(F)cc1)/C(=C1/CCCCCN1)[N+](=O)[O-]	-1.7
CC(=O)NC(Cc1c[nH]c2ccccc12)C(=O)NCc1ccc2c(c1)OCO2 (stereo not drawn)	-1.6
COc1ccc(C2=NN(Cc3ccccc3)C3C(=O)NC(=O)C23)cc1 (stereo not drawn)	1.1
CC(C)c1nc(SCC(=O)Nc2ccc([N+](=O)[O-])cc2Br)n[nH]1	0.2
O=C(c1ccc(C(F)(F)F)cc1)N1CCN(S(=O)(=O)c2ccc3c(c2)OCCCO3)CC1	-1.2
Cc1ccc(CCNC(=O)CN(c2ccc(C)cc2)S(=O)(=O)c2c(C)noc2C)cc1	2.4
CN1CCN(NC(=S)NC2CCCC2)CC1	0.2
Clc1ccc([C@H]2OC[C@@]3(CNCc4ccc5c(c4)OCO5)CS[C@H](c4ccc(Cl)cc4)N23)cc1	0.5
COc1cc(/C=C(\C#N)c2ccccn2)cc(OC)c1O	3.9
CCC(=NCc1ccccc1)c1c(C(F)(F)F)[nH]n(-c2nc3ccccc3s2)c1=O	2.2
Cc1ccc2c(c1)C1CN(C)CCC1N2C(=S)NC(=O)c1ccc(Cl)cc1Cl (stereo not drawn)	-0.7
O=C(NC1CCCCC1)N1CCN(Cc2ccco2)CC1	0.2
CSc1cccc(NC(N)=O)c1	3.3
CCOc1ccc(NC(=O)OCCN2CCN(CCc3ccccc3)C(C)C2)cc1 (stereo not drawn)	-0.4
CC(=O)NCC(=O)NC1(C(=O)NC2CCCC2)CCCCC1	1.1
Cc1cccc(CN[C@@H]2CC[C@@]34CCCN3C(=O)CCC[C@H]4C2)c1	-1.4
COc1cccc(CN2CCN(Cc3cccc(Br)c3)CC2)c1OC	0.2
Cc1cc(C(=O)NNC(=O)c2cccc(S(=O)(=O)N3CCOCC3)c2)c2ccccc2n1	5.4
CN(C)CCCNc1cc(Cl)c(S(=O)(=O)N2CCCCC2)cc1C(=O)O	1.0
CCC(=O)Nc1ccc(NC(=O)c2ccccn2)cn1	-1.9
COc1nc(Cl)cn(-c2ccc(C)cc2)c1=O	-1.3
COC(=O)c1ccc(CN2CCCC(C(=O)Nc3ccc(-c4ccn[nH]4)cc3)C2)cc1 (stereo not drawn)	-2.4
S=c1[nH]nc(-c2c[nH]c3ccccc23)o1	0.3
COCCN(CCOC)c1ncnc2c1cnn2-c1ccccc1	-0.4
C/C(=N\NC(=O)c1ccc(Br)cc1)C1C(=O)c2ccccc2C1=O	-3.0
CN1CCN(c2ccccc2NC(=O)c2ccc3c(c2)OCCO3)CC1	1.2
N#Cc1nc(Cc2cccc3ccccc23)oc1NCC1CCCO1 (stereo not drawn)	1.3
Cc1ccc(NCCC(=O)c2ccc(Cl)cc2)cc1C	0.7
COc1cccc(Nc2nnc(SCC3CCCCO3)s2)c1 (stereo not drawn)	-1.7
CCOC(=O)C1=C(C)Nc2nc(SCC)[nH]c(=O)c2C1c1ccncc1 (stereo not drawn)	-0.5
COc1ccc(-c2ccc(CN3C(C(C)C)C(=O)N(Cc4cn(CC5CCCCC5)nn4)CCS3(=O)=O)cc2)cc1 (stereo not drawn)	0.1
O=c1oc2c(CN3CCOCC3)c(O)c(Cl)cc2c2c1CCCC2	0.8
NC(=O)c1cc(-c2ccccc2)nc(N2CCOCC2)n1	2.5
Cc1cccc(-c2cc(C(=O)Nc3ccc4c(c3)OCCO4)c3ccccc3n2)c1	-4.5
Cc1ccc(Sc2cc(C(F)(F)F)nc(N(C)C)n2)cc1	2.2
Cc1cccc2nnc(-c3ccccc3)n12	-0.6
Cc1ccc(Oc2ccc(-c3nc(N)nc(N)n3)cc2)cc1	-2.2
O=C(CSC(=S)N1CCCC1)c1ccccc1	0.0
Cn1cncc1C(=O)c1ccccc1	2.9
COc1ccc(S(=O)(=O)Nc2ccc3c(c2)C(=O)N([C@H](C)CO)C[C@H](C)[C@H](CN(C)Cc2ccc(C(=O)O)cc2)O3)cc1	3.1
CCOC(=O)c1c(C)c(C(=O)NCc2cccnc2)c(C)n1CC	1.0
CC1NC(=O)c2ccccc2-n2c1nc1cc(F)ccc1c2=O (stereo not drawn)	-1.4
O=C(N/N=C/c1cc(Br)c(O)c(Br)c1O)c1ccc2c(c1)OCCO2	-1.0
COc1cccc(-c2ccc(CN3C(C(C)C)C(=O)N(Cc4cn(CCC5OCCO5)nn4)CCS3(=O)=O)cc2)c1OC (stereo not drawn)	0.1
CC(=O)Oc1ccc(C(=O)Nc2ccccc2C(=O)N2CCCCC2)cc1	0.2
COc1ccc(C(C(=O)NCc2ccccc2)N(C(=O)c2snc(C(N)=O)c2N)c2ccccc2OC)cc1 (stereo not drawn)	-2.8
COc1ccc(CN(C)C(=O)[C@H]2O[C@@H](n3cnc4c(N)ncnc43)[C@H](O)[C@@H]2O)cc1OC	1.6
Cc1ccc(CNC(=O)CCS(=O)(=O)c2cccc3nsnc23)cc1	5.3
COc1cc(NC(=O)c2ccc(=O)[nH]n2)cc(OC)c1OC	1.8
CCOc1ccc(NC(=S)N2CCN(S(C)(=O)=O)CC2)cc1	2.1
COc1ccccc1C1CC(c2ccc(Cl)cc2)Nc2nc(N)nn21 (stereo not drawn)	0.0
Cn1c(SCC(=O)NC2CCCCC2)nnc1-c1cccnc1	-0.1
O=C(COC(=O)C1CC2CCCC(C1)C2=O)Nc1ccccc1 (stereo not drawn)	0.5
COc1ccccc1N1CCN(CC(=O)Nc2cccc(F)c2)CC1	-3.5
COCCCNC(=O)C12CCC(C)(C(=O)C1)C2(C)C (stereo not drawn)	2.5
O=C(NCCN1CCOCC1)c1ccc(Cl)cc1O	2.5
CC1CCCCN1c1ncnc(N)c1[N+](=O)[O-] (stereo not drawn)	-0.2
CN1CCN(c2ccc([N+](=O)[O-])cc2/C=N/NC(=O)c2cccc([N+](=O)[O-])c2)CC1	-0.3

(list continues)
SMILES	TTR transcr act
COc1ccccc1Nc1nc(N)nc(CN2CCCCC2)n1	1.5
CCOC(=O)[C@]12CCCC=C1N(Cc1ccc(OC)cc1)C(=O)[C@@H]2CC(=O)NCc1cccc(C(F)(F)F)c1	-0.6
O=C(NC1CC2CCCC(C1)N2C(=O)NC1CCCCC1)c1ccc(F)cc1 (stereo not drawn)	2.8
COc1ccc(CCNC(=O)COc2ccc(-c3ccc(C#N)cc3)cc2)cc1	1.2
Cc1ccc(NC(=O)COc2ccc(Br)cc2CO)cc1	-0.3

Screens from PubChem.

The list is partial (hit frequency here may not be typical).
